# F508del corr – CFTR F508del correction in bronchial cells. CFBE cells, YFP halide quenching; stimulated with forskolin plus potentiator P3; % fluorescence drop versus neutral controls. activity (quench increase), % at 7.58 µM. 0.36% of 350,000 active. AID 720511;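 active means mean added fluorescence quench of at least 8% versus neutral control, with both replicates also reaching 8%; inconclusive means only one of the mean or replicate conditions met; inactive means mean below 8% and not both replicates reaching 8%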;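 further: cells transiently co-express mutant CFTR-F508del with the halide-sensitive YFP; corrector assay measuring rescue of mutant channel to the surface after 24 h compound exposure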
# RAD54 branch – RAD54 (human) branch migration inhibition. Q92698. RAD54 Holliday junction branch migration, FAM/BHQ fluorescence. inhibition, % at 10.4 µM. 0.14% of 360,000 active. AID 602329;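 active means mean normalized replicate activity at least 40 and at least half of replicates scoring 40 or more; inconclusive means only one of the two criteria met; inactive means mean below 40 and under half of replicates reaching 40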;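 further: 0% = median of neutral control wells and 100% = median of positive control wells; inhibitors cause a drop in the FAM fluorescence signal; in these data hits start at about 50%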
# INS-1E GSIS act – primary screen for activators of insulin secretion dependent on glucose, INS-1E cells, GLuc reporter luminescence | 0.61% of 370,000 active | INS-1E GLuc reporter insulin secretion, 2-3 h | activation, % at 16.6 µM;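 active means lowest replicate activation of at least 40%, so every replicate reaches that level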;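 further: 0% = median of neutral control wells and 100% = median of IBMX positive control wells; some compounds called inactive have numbers as strong as hits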
# RAD52 anneal inh – blocks human RAD52 DNA annealing; P43351; recombinant RAD52 DNA annealing, FRET fluorescence; 0.46% of 360,000 active; inhibition, % at 18.7 µM; AID 651710;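 active means every replicate showing at least 50% inhibition; inconclusive means mean inhibition at least 50% but not in every replicate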
# CASP6 VEID inh – inhibitors of human caspase-6. P55212. purified caspase-6, Z-VEID-R110 cleavage fluorescence. inhibition, % at 12.5 µM. 0.53% of 350,000 active;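 active means mean inhibition across replicates at least about 35%, with every replicate also reaching that limit, limit read from the data; inconclusive means only one of the two criteria met; inactive means neither criterion met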;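 further: 0% = median of neutral control wells and 100% = no fluorescence left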
# Target sequence (P55212 24-179 limits assumed): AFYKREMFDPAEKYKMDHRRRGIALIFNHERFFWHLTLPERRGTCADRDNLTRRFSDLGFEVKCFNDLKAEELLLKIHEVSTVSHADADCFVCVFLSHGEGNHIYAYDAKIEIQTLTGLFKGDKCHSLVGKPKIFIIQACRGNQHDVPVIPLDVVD
# Target sequence (P55212 194-293 limits assumed): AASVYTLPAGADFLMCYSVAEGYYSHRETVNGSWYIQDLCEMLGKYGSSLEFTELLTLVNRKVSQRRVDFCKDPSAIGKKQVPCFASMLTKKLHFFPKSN
# DENV2 CPE – inhibitors of DENV2 cytopathic effect; DENV2-infected cells, cytopathic effect rescue, plate reader; CPE inhibition, % at 9.99 µM; 1.7% of 350,000 active; in the data active means CPE inhibition above about 20%, passing the limit was not always enough; inconclusive means no clear call, values can overlap the other calls; tested in BHK-21 cells;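 further: 0% = median of neutral control wells and 100% = median of positive control wells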
# XiGFP reactiv – reactivates the inactive X chromosome in mouse fibroblasts; XiGFP mouse fibroblasts, % GFP-positive cells imaging, 3 d; cells co-treated with 5-aza-dC sensitizer; scaled so ellipticine positive control = 100%; activation, % at 7.58 µM; 0.055% of 360,000 active; AID 743238;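 active means mean normalized replicate activation at least 10% and every replicate at or above 10%; inconclusive means only one of the two criteria met; inactive means mean below 10% and not all replicates reach 10%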;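 further: 0% = median of on-plate neutral control wells and 100% = ellipticine 6 µM median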
#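 Assay system: SV40-immortalized XiGFP fibroblast cells, line 68-5-11; buffer or medium: DMEM plus 5-aza-dC sensitizer; compound: one concentration, pinned; timing: compounds 3 days, fix/stain 15 min at room temperature; benchmarks: positive control ellipticine, 6 µM final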
# E-sel inducer – induces E-selectin expression in human endothelial cells; AID 686992; activation, % at 7.58 µM; HUVEC E-selectin immunofluorescence imaging; normalized: neutral wells 0, TNF-alpha wells 100; 0.37% of 260,000 active; P16581;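 active means mean E-selectin-positive cell signal at least 10% of the positive control, reached in at least 60% of replicates, without over 20% cell loss; inconclusive means no rule given, readout overlaps actives, possibly toxicity-flagged; inactive means the rest, including those meeting only one limit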;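 further: in these data hits start at about 27%; measured in HUVEC primary endothelial cells; signal is the percent of cells scored E-selectin positive by PE staining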
# Target sequence (P16581 whole entry, looked up): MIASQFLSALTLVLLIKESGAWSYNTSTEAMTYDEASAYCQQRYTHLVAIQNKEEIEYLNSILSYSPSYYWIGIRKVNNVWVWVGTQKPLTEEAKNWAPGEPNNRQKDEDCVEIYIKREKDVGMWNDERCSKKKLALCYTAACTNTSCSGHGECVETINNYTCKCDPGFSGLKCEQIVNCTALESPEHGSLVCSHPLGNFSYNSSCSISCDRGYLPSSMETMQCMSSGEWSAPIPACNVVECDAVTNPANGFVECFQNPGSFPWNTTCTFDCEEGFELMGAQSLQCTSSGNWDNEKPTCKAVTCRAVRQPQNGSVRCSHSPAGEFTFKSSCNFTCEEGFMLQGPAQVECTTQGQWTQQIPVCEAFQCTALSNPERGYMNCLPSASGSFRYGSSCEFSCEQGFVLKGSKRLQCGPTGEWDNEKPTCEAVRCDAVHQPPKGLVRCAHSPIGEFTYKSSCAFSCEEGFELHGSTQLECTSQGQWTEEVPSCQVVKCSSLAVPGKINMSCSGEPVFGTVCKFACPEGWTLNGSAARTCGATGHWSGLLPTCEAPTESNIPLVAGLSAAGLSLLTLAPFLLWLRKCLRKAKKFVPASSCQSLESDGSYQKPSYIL
#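 Read-out basis: % PE-positive cells; Test system: HUVEC primary endothelial cells; Technique: immunofluorescence imaging; Dosing: single-point compound dose.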
# The depositor's hits bear a star; ? = inconclusive; nt = no result given; & = joins results of further samples.
# Each structure is followed by: F508del corr, RAD54 branch, INS-1E GSIS act, RAD52 anneal inh, CASP6 VEID inh, DENV2 CPE, XiGFP reactiv, E-sel inducer
- CC(C)CC#Cc1ccc([C@H]2[C@H](CO)N3C(=O)CN(C(=O)c4ccc5c(c4)OCO5)C[C@@H]23)cc1
 : -0.7, nt, -3, -17, 0, 3, 0.3, -0.4
- O[C@H]1C[C@H](c2ccccc2)N(Cc2cccs2)C[C@@H]1n1cc(-c2ccc(F)cc2)nn1
 : -5.8, -6, 0, 8, -2, -1, 0.2, -0.2
- CC(=O)N(C)C[C@H]1Oc2cc(C#CC3(O)CCCC3)ccc2S(=O)(=O)N([C@@H](C)CO)C[C@H]1C
 : 2.4, -2, 25, -14, -4, -5, -0.6, -0.1
- CCCN(C)C[C@H]1Oc2cc(C#Cc3ccccc3F)ccc2S(=O)(=O)N([C@@H](C)CO)C[C@H]1C
 : 3.0, 7, 17, -20, 3, -1, -0.6, -1.4
- CCOc1ccc(NC2=C(Cl)C(=O)N(Cc3ccccc3)C2=O)cc1
 : -5.1, nt, 1, -11, 1, -3, nt, nt
- Cc1cccc(OCC(=O)Nc2ccc3c(c2)nc(CCN2CCC(C)CC2)n3C)c1
 : -2.0, -3, -3, 10, -23, ?, 0.1, nt
- COc1ccc2c3c([nH]c2c1)[C@H](CO)N(C(=O)C1CCC1)CC31CN(C(=O)c2ccccn2)C1
 : -5.6, nt, 6, 2, nt, -2, 0.2, 0.0
- CSc1ccc(NC(=O)C2(C)CCN2C(=O)c2ccccc2CCc2ccccc2)cc1 (stereo not given)
 : -1.1, -3, -1, 4, -2, 13, 0.1, 0.6
- Cc1cccc(C)c1Nc1nnc(SC/C(O)=C(\C#N)c2nc3ccccc3[nH]2)s1
 : 1.5, 6, -8, -21, 0, ?, 0.4, nt
- C[C@@H]1CN([C@@H](C)CO)C(=O)c2cc(C3=CCCCC3)cnc2O[C@@H]1CN(C)Cc1cccnc1
 : -0.4, -7, 22, 0, 2, 20*, 1.2, 0.1
- Cc1cccc(S(=O)(=O)N2C[C@@H]3[C@H](c4ccccc42)[C@H](CO)N3Cc2ccccn2)c1
 : 0.2, 5, -5, -46, 1, 20, 0.4, 0.0
- COc1ccc(C(CNC(=O)c2cccc(S(=O)(=O)NCc3ccccc3)c2)N2CCOCC2)cc1 (stereo not given)
 : 1.9, -1, -14, -11, -5, 1, 0.0, nt
- COc1ccccc1-c1cnc2c(c1)C(=O)N([C@H](C)CO)C[C@H](C)[C@@H](CN(C)CC1CCCC1)O2
 : -0.5, -3, -17, 1, 0, -2, -1.2, 0.3
- Nc1nc(SCC(=O)c2ccc(Br)s2)n[nH]1
 : 1.1, nt, 2, -5, 11, 19, 0.0, nt
- C[C@H](CO)N1C[C@H](C)[C@@H](CN(C)S(=O)(=O)c2ccc(F)cc2)Oc2c(NS(=O)(=O)c3cccs3)cccc2C1=O
 : -0.4, nt, 16, -33, 0, ?, 0.2, -0.4
- CCCC(=O)Nc1ccc2c(c1)OC[C@@H](C)N(C(=O)Cc1ccccn1)C[C@@H](C)[C@H](OC)CN(C)C2=O
 : -0.6, -17, 0, 1, -2, -2, -0.3, -0.2
- CCOC(=O)C1(CCc2ccccc2)CCN(C(=O)C2CCCO2)CC1 (stereo not given)
 : -1.2, nt, -12, -7, 2, -5, 0.1, nt
- CO[C@@H]1CN(C)C(=O)c2cc(NS(=O)(=O)CC(F)(F)F)ccc2OC[C@@H](C)N(CC2CCCCC2)C[C@H]1C
 : -1.5, 4, -19, 13, nt, 1, -0.1, -0.3
- CC12CCC(=O)N1C(C(=O)Nc1ccccc1N1CCCC1)CS2 (stereo not given)
 : -1.6, 2, 21, 9, -187, 4, 0.1, -0.2
- COc1ccc(C(CC(=O)O)NS(=O)(=O)c2ccc3c(c2)NC(=O)CO3)cc1 (stereo not given)
 : 1.4, -31, 8, -5, 1, 0, 0.3, -0.1
- COc1ccc(N2CCN(c3nc4ccc(C)cn4c(=O)c3C=O)CC2)cc1
 : -3.7, nt, -7, -18, -2, -2, 0.1, -3.0
- COc1cccc(NC(=O)C2(C)CCN2C(C)C)c1OC (stereo not given)
 : 0.0, -2, 8, -7, -7, 0, 0.1, 5.3
- CN(C)C(=O)c1cccc(-c2ccc([C@@H]3[C@H](CO)N4C(=O)CN(C(=O)C5CC5)C[C@@H]34)cc2)c1
 : 0.6, nt, 11, 8, 2, 18, 0.1, 0.1
- COc1ccc(-c2ccc3c(c2)[C@@H]2[C@@H](CCN2C(=O)Cc2ccccc2)[C@@H](CO)N3C)cc1
 : 1.9, 2, -43, nt, nt, -11, 0.4, -0.9
- CN(C)C(=O)C[C@@H]1C[C@H]2c3cc(NC(=O)c4ccc5c(c4)OCO5)ccc3O[C@H]2[C@H](CO)O1
 : -0.2, -1, 0, 4, 0, 4, 0.0, -0.1
- CC(C)c1c(C(=O)N/N=C/c2ccsc2)nnn1-c1nonc1N
 : 2.4, -2, 1, -16, 0, ?, 0.0, nt
- CN(C)CC(=O)N1[C@H](C(=O)NC2CCC2)[C@@H](CO)[C@@H]2Cn3c(ccc(-c4ccc(F)cc4)c3=O)[C@@H]21
 : -1.2, 8, -2, -1, 0, 3, 0.0, 0.2
- O=C(C[C@H]1C[C@@H]2c3cc(NC(=O)c4ccc5c(c4)OCO5)ccc3O[C@@H]2[C@H](CO)O1)NCc1cc(F)ccc1F
 : 0.7&3.2, -8, -2&4, -14&-5, 1&0, -2&-3, -0.1, -1.5&0.5
- C=CCNc1oc(Cc2cccc3ccccc23)nc1C#N
 : 3.8, 3, nt, -33, 0, 3, 0.1, 0.2
- COc1ccccc1CN1CCNC(=O)C1CC(=O)N(C)CC1CCOCC1 (stereo not given)
 : -4.2, -4, 1, -19, -2, 3, 0.2, nt

# Entries of single compounds, looked up by structure. Values in the order: F508del corr | RAD54 branch | INS-1E GSIS act | RAD52 anneal inh | CASP6 VEID inh | DENV2 CPE | XiGFP reactiv | E-sel inducer
# Record of COc1ccc(-c2ccc3c(c2)[C@@H]2[C@@H](CCN2C(=O)Cc2ccccc2)[C@@H](CO)N3C)cc1 → 1.9 | 2 | -43 | nt | nt | -11 | 0.4 | -0.9
# Record of CCOc1ccc(NC2=C(Cl)C(=O)N(Cc3ccccc3)C2=O)cc1 → -5.1 | nt | 1 | -11 | 1 | -3 | nt | nt
# Record of C[C@@H]1CN([C@@H](C)CO)C(=O)c2cc(C3=CCCCC3)cnc2O[C@@H]1CN(C)Cc1cccnc1 → -0.4 | -7 | 22 | 0 | 2 | 20* | 1.2 | 0.1
# Record of Cc1cccc(OCC(=O)Nc2ccc3c(c2)nc(CCN2CCC(C)CC2)n3C)c1 → -2.0 | -3 | -3 | 10 | -23 | ? | 0.1 | nt
# Record of Cc1cccc(C)c1Nc1nnc(SC/C(O)=C(\C#N)c2nc3ccccc3[nH]2)s1 → 1.5 | 6 | -8 | -21 | 0 | ? | 0.4 | nt

# Arranged by the number under RAD52 anneal inh (rising): 3 of the compounds above.
canonical_smiles | F508del corr | INS-1E GSIS act | RAD52 anneal inh | CASP6 VEID inh | DENV2 CPE
COc1ccccc1CN1CCNC(=O)C1CC(=O)N(C)CC1CCOCC1 (stereo not given) | -4.2 | 1 | -19 | -2 | 3
COc1ccc(N2CCN(c3nc4ccc(C)cn4c(=O)c3C=O)CC2)cc1 | -3.7 | -7 | -18 | -2 | -2
COc1ccccc1-c1cnc2c(c1)C(=O)N([C@H](C)CO)C[C@H](C)[C@@H](CN(C)CC1CCCC1)O2 | -0.5 | -17 | 1 | 0 | -2

# (cont.)
# Each structure is followed by: F508del corr, RAD54 branch, INS-1E GSIS act, RAD52 anneal inh, CASP6 VEID inh, DENV2 CPE, XiGFP reactiv, E-sel inducer
- S=c1nc(-c2ccccc2Br)[nH][nH]1
 : -1.0, 14, 7, -7, 1, 3, nt, nt
- CCCC(=O)Nc1ccc2c(c1)OC[C@H](C)N(Cc1cncnc1)C[C@@H](C)[C@H](OC)CN(C)C2=O
 : -0.2, -3, -2, -6, -1, 5, -0.1, -0.3
- CC(C)(C)n1cnc2cc(NC(=O)c3ccccc3)ccc21
 : -2.5, -3, 0, -17, -2, -1, 0.0, 0.1
- Cc1cccc(NC(=S)NNC(=O)c2cccc([N+](=O)[O-])c2)c1
 : 5.0, -5, 2, 0, 2, -6, 0.2, 1.3
- Cc1cc2cc(CNC(=O)c3ccc(Br)o3)ccc2[nH]1
 : -1.8, -10, -4, -25, 2, 14, 0.4, nt
- CNC1=C([N+](=O)[O-])CC([N+](=O)[O-])=C(N2CCNCC2)N1C
 : -0.9, nt, 14, -7, -13, 2, 0.2, 3.4
- C[C@H]1CN([C@@H](C)CO)S(=O)(=O)c2ccc(C#CC3CC3)cc2O[C@@H]1CN(C)C(=O)C1CC1
 : -1.3, 0, -17, 0, 1, -12, 0.0, -0.2
- Fc1cccc(/C=C2\CCCC3=C2NC(=S)NC3c2cccc(F)c2)c1 (stereo not given)
 : -0.1, 10, nt, -11, 4, -15, 0.0, nt
- O=S(=O)(N[C@@H]1CC[C@@H](CCn2cc(-c3ccccc3F)nn2)O[C@@H]1CO)c1ccc(F)cc1
 : 3.1, 1, -1, 13, -1, -7, -0.4, 0.6
- Cn1c(S(=O)(=O)Cc2ccc(Cl)cc2)nc2ccccc21
 : -3.8, 5, 3, -8, -2, -5, 0.0, -3.0
- O=C(NCc1cccnc1)c1cc(C(=O)NCc2cccnc2)cc([N+](=O)[O-])c1
 : 1.8, 1, nt, 0, 3, 3, 0.0, -0.1
- O=C(NCc1ccccc1)c1onc(CSc2ccc(F)c(F)c2)c1C(=O)NCc1ccccc1
 : -0.2, 11, -36, nt, nt, nt, 0.3, 0.1
- CCNC(=O)C[C@@H]1CC[C@H]2[C@@H](COc3ccc(NC(=O)Nc4c(C)noc4C)cc3C(=O)N2C)O1
 : -1.1, 4, 11, -8, 0, ?, 0.1, -0.2
- COc1ccc(NC(=O)Nc2ccc3c(c2)C(=O)N([C@H](C)CO)C[C@@H](C)[C@H](CN(C)C(=O)Nc2ccccc2)O3)cc1
 : -3.0, 3, 1, -9, 5, 1, 0.7, nt
- O=C(CN1CCc2ccccc2C1)Nc1ccc(F)cc1
 : -0.9, -1, -4, -14, 1, 3, 0.1, nt
- CCCNC(=O)Nc1ccc2c(c1)OC[C@H](C)N(Cc1ccc(-c3ccccn3)cc1)C[C@@H](C)[C@@H](OC)CN(C)C2=O
 : 1.6, -3, -24, 2, -2, 11, 0.4, 0.0
- Cc1nnc(NC(=O)c2ccc3nccnc3c2)s1
 : -2.8, nt, -3, -16, 1, 0, 0.5, -0.1
- Cc1ccc(NS(=O)(=O)c2ccc(C(=O)Nc3nncs3)cc2)cc1
 : -1.7, 0, 21, -7, 1, -6, 0.2, -0.1
- COc1ccc(C(=O)CN2C(=O)NC3(CCCCCC3)C2=O)c(OC)c1
 : 3.6, -5, 3, -13, -2, 2, 0.0, -0.2
- CCC1(CC)C(C#N)C(=O)NC(=O)C1C#N (stereo not given)
 : -0.5, -7, 13, -3, -2, -3, 0.3, 2.4
- COc1ccc(CCNC2CCC(c3ccccc3)CC2)cc1 (stereo not given)
 : 2.3, -3, -12, 4, 2, ?, 0.0, 0.0
- C[C@H](CO)N1C[C@H](C)[C@H](CN(C)Cc2ccc3c(c2)OCO3)OCCCC[C@H](C)Oc2ccc(NC(=O)C3CCCCC3)cc2C1=O
 : -1.4, -2, -22, 24, -5, -2, -1.0, -0.1
